# Compound activity: PubChem, National Center for Advancing Translational Sciences (NCATS)
# TRb SRC2 PPI = disrupts binding of human TR beta to SRC2; P10828; TRbeta-SRC2 peptide binding, fluorescence polarization; receptor liganded with 1 µM T3; Potency, µM (titrated, usually from 106 µM), inactives show at the highest dose activity change, negative = inhibition, most hits filed as inhibitors; hit rate 0.065% among 280,000; AID 1469;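 also: plate controls were bound peptide for no effect and peptide without receptor for full effect; nearly all actives have a fitted effect of over 50% in size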
#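 Decrease in fluorescence polarization of 20 nM Texas Red SRC2 coactivator peptide flagged inhibition of its binding to 0.6 uM TRb LBD; 1 uM T3 included, incubation 5 hr, ex 555/em 632 nm.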
# L3MBTL1 block = L3MBTL1 (human) inhibition; Q9Y468; AlphaScreen L3MBTL1–H3K9me1 peptide binding; Potency, µM (series often up to 57.1 µM), for the others: at the highest dose activity, negative = inhibition, hits mostly inhibitors; hit rate 0.66% among 230,000; also: nearly all actives have a fitted effect of over 60% in size
#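 Read-out is AlphaScreen signal from streptavidin donor and nickel chelate acceptor beads (10 ug/mL final each) bridging L3MBTL1 (50 nM) and biotinylated K9-monomethylated H3(1-15) peptide (75 nM), after 30 min compound exposure at room temperature.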
# Tau fibril ThT = inhibitors of human tau fibril formation, thioflavin T binding | P10636 | Potency, µM (doses to about 57.4 µM), without a hit: at the highest dose activity, negative = inhibition, actives largely listed as inhibitors | recombinant tau K18 P301L, heparin-induced fibrillization, ThT fluorescence | hit rate 2.1% among 270,000; also: nearly all actives have a fitted effect of over 55% in size
# Target sequence (P10636 561-689 P618L limits assumed): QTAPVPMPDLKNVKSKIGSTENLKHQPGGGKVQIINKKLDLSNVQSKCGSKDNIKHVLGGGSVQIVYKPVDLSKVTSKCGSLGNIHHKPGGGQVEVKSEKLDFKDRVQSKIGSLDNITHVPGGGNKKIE
#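 Heparin-induced fibrillization of the P301L-mutant K18 repeat-domain fragment of human tau was followed by ThT binding in quantitative high-throughput format.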
# Tau fluor cs = counter-screen for tau fibril formation inhibitors; tau K18 P301L (four-repeat tau fragment) Alexa594 fluorescence, heparin fibrillization; Potency, µM (top dose mostly 57.7 µM), without a hit: top-dose activity change, negative = decrease; hit rate 0.93% among 280,000; AID 1463; also: nearly all actives have a fitted effect of over 55% in size
#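 Human K18 P301L tau (15 uM unlabeled plus 0.24 uM Alexa 594-labeled, final) in 100 mM sodium acetate pH 7 was mixed with compound and 20 uM heparin and incubated 6 hr at 37 C.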
# ALDH1A1 inh = blocks purified human ALDH1A1 activity | Purified ALDH1A1, NADH fluorescence, propionaldehyde substrate | Potency, µM (top dose mostly 75.3 µM), for the others: at the highest dose activity, negative = inhibition, usual class: inhibitors | hit rate 7.3% among 220,000 | AID 1030; active = well fitted inhibition curve with a large enough effect, not every such curve was filed as active; inconclusive = small, poorly fitted or top-dose-only effect, or another doubt; inactive = no such curve, though single readings can be large or run the other way;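 also: plate controls were no enzyme wells and a reference inhibitor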
# Target sequence (P00352 whole entry, looked up): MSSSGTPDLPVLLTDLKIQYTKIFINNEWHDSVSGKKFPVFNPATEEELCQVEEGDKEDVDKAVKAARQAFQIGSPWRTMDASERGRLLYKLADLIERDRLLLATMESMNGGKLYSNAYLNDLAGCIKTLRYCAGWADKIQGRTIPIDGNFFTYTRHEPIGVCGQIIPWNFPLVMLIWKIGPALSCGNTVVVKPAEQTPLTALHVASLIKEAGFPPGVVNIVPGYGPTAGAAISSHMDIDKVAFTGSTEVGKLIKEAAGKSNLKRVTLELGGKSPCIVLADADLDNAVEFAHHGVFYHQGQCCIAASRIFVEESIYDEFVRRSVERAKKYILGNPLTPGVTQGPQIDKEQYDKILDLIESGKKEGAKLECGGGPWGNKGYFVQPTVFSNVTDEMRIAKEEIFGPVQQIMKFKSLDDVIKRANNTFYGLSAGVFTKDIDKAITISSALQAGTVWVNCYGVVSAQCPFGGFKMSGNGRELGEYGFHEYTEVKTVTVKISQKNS
# TexasRed fluor = counter-screen for TRb-SRC2 inhibitors: fluorescence interference. AID 1479. hit rate 0.29% among 280,000. Potency, µM (doses to about 106 µM), for the others: top-dose fluorescence change, negative = quenching. TRb/SRC2 Texas Red total fluorescence interference; active = well fitted curve in either direction with a large enough effect; inconclusive = small, poorly fitted or top-dose-only effect
#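 Human TRb ligand-binding domain at 0.6 uM with 20 nM Texas Red SRC2 peptide in Tris buffer containing 1 uM T3 and 5% DMSO, incubated with compound 5 h at ambient temperature. Total fluorescence (555/632 nm) calculated as parallel + 2 × perpendicular.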
# Tau FP inhib = tau fibrillization inhibition (FP) | Potency, µM (top dose mostly 57.7 µM), without a hit: top-dose activity, negative = inhibition, hits mostly inhibitors | AID 1468 | K18 P301L tau heparin fibrillization, Alexa594 FP, 6 h | P10636 | hit rate 0.39% among 280,000; also: nearly all actives have a fitted effect of over 55% in size
#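 Quantitative HTS format: compounds meet 15 uM recombinant K18 P301L tau and Alexa 594-tau tracer in 100 mM sodium acetate pH 7; 20 uM heparin triggers fibrillization at 37 C over 6 hr; FP gives the signal.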
# GLA spleen mod = inhibits or activates alpha-galactosidase in human spleen homogenate; Potency, µM (titrated, usually from 80 µM), without a hit: at the top dose activity change, negative = inhibition, hits mostly inhibitors; AID 2107; human spleen homogenate, 4MU-alpha-Gal fluorescence, 40 min; P06280; hit rate 0.008% among 240,000;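 also: 0% = enzyme with vehicle and -100% = no enzyme basal signal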
# Target sequence (P06280 32-429 limits assumed): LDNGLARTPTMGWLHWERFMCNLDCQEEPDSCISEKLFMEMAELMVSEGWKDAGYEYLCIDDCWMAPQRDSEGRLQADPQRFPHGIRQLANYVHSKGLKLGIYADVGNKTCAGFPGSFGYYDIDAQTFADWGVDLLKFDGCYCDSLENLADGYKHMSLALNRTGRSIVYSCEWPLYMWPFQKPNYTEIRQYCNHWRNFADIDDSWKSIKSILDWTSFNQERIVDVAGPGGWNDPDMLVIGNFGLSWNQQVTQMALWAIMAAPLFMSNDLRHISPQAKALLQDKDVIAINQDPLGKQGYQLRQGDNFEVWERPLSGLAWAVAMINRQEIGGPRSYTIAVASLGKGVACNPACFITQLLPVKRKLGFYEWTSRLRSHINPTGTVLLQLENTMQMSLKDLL
#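 Spleen homogenate 1 ug + cpd (titration) + 4-MU-alpha-D-galactopyranoside 1 mM; 37C 40 min; 50 mM citrate/phosphate pH 5.0, 0.01% Tween-20; stop pH 10; fluorescence 365/440; AC50 via Hill.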
# * marks the source's active call; other numbers are inactive results; ? = inconclusive; · = no result given; & = joins results of further samples; [ ] = remark or other dose. Unless noted, calls follow the shape of the dose curve; as a rule, active = well fitted curve in the direction sought with a large enough effect; inconclusive = small, poorly fitted or top-dose-only effect, or another doubt; inactive = no such curve, though single readings can be large; an effect the other way counts as inactive or inconclusive. Unless noted, % is scaled to controls: 0 for no effect and ±100 for the full control effect; potency is read from the fitted curve at half-maximal effect.
SMILES,TRb SRC2 PPI,L3MBTL1 block,Tau fibril ThT,Tau fluor cs,ALDH1A1 inh,TexasRed fluor,Tau FP inhib,GLA spleen mod
CCCC(=O)Nc1ccc(NC(=O)c2ccccc2OC)cn1,4.9%,2.8%,?,-10.6%,-13.3%,-6.4%,-3.9%,-8.4%
CCOC(=O)c1sc2nc(C)cc(C)c2c1N,1.4%,3.5%,?,-7.0%,?,-6.6%,5.9%,?
COc1ccc(S(=O)(=O)Nc2ccccc2N2CCOCC2)cc1[N+](=O)[O-],-6.9%,·,·,-7.5%,·,-0.5%,7.6%,-1.8%
Cn1c(NC(=O)c2ccccc2NC(=O)C(C)(C)C)nc2ccccc21,5.0%,10.7%,?,-28.9%,-1.4%,1.6%,-6.5%,-3.2%
CCSc1nnc(NC(=O)CSc2nnc(Cc3cccn3C)n2CCc2ccccc2)s1,-5.1%,-8.9%,-14.3%,2.4%,?,0.4%,4.3%,4.8%
Nc1nc2nc(-c3ccccc3)cc(=O)n2[nH]1,3.2%&-5.8%,·,6.1%&-9.0%,6.2%&-9.5%,?,-5.0%&-0.2%,6.0%&-3.4%,-4.7%
COc1cc(C2C(C#N)=C(N)Oc3cc(C)n(Cc4ccccn4)c(=O)c32)cc2c1OCO2 (centres undefined),-10.6%,5.3%,-2.5%,-11.4%,-0.6%,-1.2%,-5.9%,0.2%
CC(C)(C)NC(=O)NC(=O)COC(=O)c1nc(-c2ccccc2)n(-c2cccc(C(F)(F)F)c2)n1,7.4%,-1.9%,-12.1%,-5.8%,8.0%,-2.7%,13.7%,7.1%
Cc1nnnn1CC(=O)Nc1ccccc1[N+](=O)[O-],9.2%,4.8%,4.3%,3.1%,-4.6%,1.5%,-1.3%,3.4%
Cc1ccc(CNc2nc3nc(C)c(Cl)c(C)n3n2)cc1,-6.1%,·,-5.4%,-9.8%,·,8.3%,-6.3%,·
O=C(NNC1=NCCCCC1)Nc1cccc(Cl)c1,-2.1%,16.1%,8.6%,11.4%,-1.9%,-1.5%,0.9%,3.4%
Cc1ccc(-n2cc(CNCC3CC(=O)N(C4CC4)C3)c(-c3cccc(C)c3)n2)cc1 (centres undefined),-0.9%,27.2%,-13.2%,-10.4%,?,-5.1%,-3.6%,-7.9%
Cc1cc(C)nc(SCC2COc3ccccc3O2)n1 (centres undefined),-5.0%,12.9%,-14.9%,-24.2%,-3.7%,1.0%,-7.8%,5.2%
CCn1c(SCC(=O)Nc2ccc(S(=O)(=O)Nc3onc(C)c3C)cc2)nnc1-c1ccccc1,12.9%,·,4.8%,-0.3%,?,1.3%,-0.4%,3.4%
CCCn1nnnc1NC(=O)c1cccs1,1.4%,-5.2%,3.9%,2.6%,0.9%,2.9%,12.2%,12.4%
COc1cc(SSc2cc(OC)cc([N+](=O)[O-])c2N)c(N)c([N+](=O)[O-])c1,3.8%,·,·,?,·,-2.7%,?,2.8%
CC(=O)Nc1ccc(Nc2ccc3cc(S(=O)(=O)N4CCCCC4)ccc3n2)cc1,3.5%,·,?,14.1µM*[quencher],·,-6.1%,14.4%,·
CCOc1ccc2nc(NC(=O)COc3ccc(N(C)S(=O)(=O)c4ccc(C)cc4)cc3)sc2c1,-8.8%,·,10.8%,-16.7%,·,-4.9%,?,-5.0%
CC(=O)C1=C(O)C(=O)N(C)C1c1ccccc1[N+](=O)[O-] (centres undefined),-2.8%,-10.2%,15.8µM*,-14.0%,·,-5.0%,?,3.1%
NC1=NC[C@H](Cc2ccc(O)cc2)N1CCCCC1CCCCC1,9.4%,·,-7.2%,-11.0%,·,0.5%,-0.5%,-7.4%
CC(=O)NC(Cc1cccc(C)c1)C(=O)NC1CCN(c2ncccc2[N+](=O)[O-])CC1 (centres undefined),-4.0%,-5.5%,?,-10.7%,?,-7.8%,-2.4%,1.2%
Cc1ccc(S(=O)(=O)N(C)c2ccc(OCC(=O)Nc3nc4c(ccc5ccccc54)s3)cc2)cc1,0.3%[53 µM],1.8%,1.5%,-21.6%,-0.5%,2.0%[53 µM],?,-1.8%
CCN(CC)CCNC(=O)c1cc(Br)c(N)cc1OC,2.3%,1.3%,3.6%,-3.0%,5.4%,-0.7%,-2.0%,6.9%
CC(=O)N1C(=O)C2(C(C#N)=C(N)Oc3c2c(C)nn3-c2ccccc2)c2ccccc21 (centres undefined),-3.7%,-7.7%,28.2µM*,?,?,-1.2%,?,7.2%
C[C@H](N)c1nnc(SCc2ccc(Cl)cc2Cl)o1,-15.3%,-0.7%,-3.1%,-6.7%,8.6%,2.8%,-8.5%,-0.1%

# The closing 4 entries of the section before open the next one:
SMILES,TRb SRC2 PPI,L3MBTL1 block,Tau fibril ThT,Tau fluor cs,ALDH1A1 inh,TexasRed fluor,Tau FP inhib,GLA spleen mod
Cc1ccc(S(=O)(=O)N(C)c2ccc(OCC(=O)Nc3nc4c(ccc5ccccc54)s3)cc2)cc1,0.3%[53 µM],1.8%,1.5%,-21.6%,-0.5%,2.0%[53 µM],?,-1.8%
CCN(CC)CCNC(=O)c1cc(Br)c(N)cc1OC,2.3%,1.3%,3.6%,-3.0%,5.4%,-0.7%,-2.0%,6.9%
CC(=O)N1C(=O)C2(C(C#N)=C(N)Oc3c2c(C)nn3-c2ccccc2)c2ccccc21 (centres undefined),-3.7%,-7.7%,28.2µM*,?,?,-1.2%,?,7.2%
C[C@H](N)c1nnc(SCc2ccc(Cl)cc2Cl)o1,-15.3%,-0.7%,-3.1%,-6.7%,8.6%,2.8%,-8.5%,-0.1%
COC(=O)CNC(=O)c1c(-c2c(Cl)cccc2Cl)noc1C,-0.7%,4.0%,-10.8%,-4.6%,-0.9%,-3.5%,4.0%,?
CCn1c(COc2ccccc2)nnc1SCC(=O)NC1CCCCC1,-6.0%,0.0%,-17.7%,-13.3%,2.9%,-0.8%,-4.4%,-0.2%
CCOC(=O)C1CCCN(C(=O)c2c(C)nn(-c3ccc(F)cc3)c2-n2cccc2)C1 (centres undefined),4.6%,·,3.8%,11.3%,·,0.0%,3.8%,·
Cc1cc(C)c2nc(N3CCC(C(=O)NCCCN4CC(C)CC(C)C4)CC3)sc2c1 (centres undefined),1.3%,·,-10.8%,-2.1%,3.4%,-1.2%,9.1%,-5.3%
CC(C)=CCC(C)(C)C1OCCN1C(=O)c1ccccc1 (centres undefined),-2.6%,11.1%,?,-10.5%,?,-1.9%,-2.8%,0.4%
COc1cccc(/C=N/Nc2ncnc3scc(-c4ccccc4)c23)c1O,1.3%,31.6µM*,-2.4%,?,3.7%,-3.8%,?,1.3%
O=S(=O)(NCc1cn2ccccc2n1)c1cccs1,-3.7%,·,·,20.2%,·,-1.1%,-2.3%,-6.4%
CCOC(=O)c1c(NC(=O)c2ccnn2C)sc(C)c1C,-1.3%,12.6%,-1.2%,2.9%,?,5.6%,5.3%,13.3%
O=C(CC1CCCCC1)NCc1cn2ccsc2n1,3.0%,3.0%,2.6%,1.7%,10.2%,-6.1%,3.8%,-2.5%
COc1ccc2c(c1)C(=O)[C@@H](OC(=O)NS(=O)(=O)c1ccc(C)cc1)[C@H](c1ccc(OC)c(Br)c1)O2,3.6%,·,-8.3%,-5.7%,4.0%,0.1%,-1.8%,11.3%
Cc1cc(C)n(C(CC(=O)N2CCc3ccccc3C2)C(=O)O)n1 (centres undefined),-3.0%,?,-4.9%,-3.3%,5.5%,-0.4%,-3.7%,3.1%
O=S(=O)(c1ccc(Br)cc1)c1nc(-c2ccccc2)oc1NCc1cccnc1,-3.1%,·,0.4%,2.6%,?,-3.3%,-4.6%,3.4%
COc1ccc(-c2[nH]ncc2CN2CCN(c3ccc(F)cc3)CC2)cc1,-10.7%,?,?,?,-2.5%,2.1%,1.5%,-1.1%
CCOC(=O)N1CCN(C(=O)C2CCN(S(=O)(=O)N(CC)CC)CC2)CC1,-5.5%,5.6%,-17.2%,-2.9%,?,-2.5%,0.9%,9.9%
Cc1nn(-c2ccccc2)c(C)c1C(=O)Nc1nnc(-c2ccco2)o1,-3.9%,5.5%,-17.5%,-5.2%,6.2%,0.7%,14.9%,1.3%
Cc1ccc(N2CC(C(N)=O)CC2=O)cc1 (centres undefined),-5.0%,·,-1.2%,0.5%,4.9%,-1.7%,8.8%,0.4%
CCOC(=O)c1ccc(S(=O)(=O)N2CCN(CC3CC=CCC3)CC2)cc1 (centres undefined),8.4%,-1.8%,-9.8%,-7.1%,-2.1%,0.5%,0.6%,0.7%
CC1CCN(CCCNC(=O)CN2C(=O)CSc3ccc(S(=O)(=O)N4CCOCC4)cc32)CC1,-1.2%,·,7.9%,4.9%,·,-1.4%,6.8%,·
CN(C)S(=O)(=O)N1CCN(CC(O)COc2ccc3cc(Br)ccc3c2)CC1 (centres undefined),-0.9%,-5.0%,?,-26.7%,-8.7%,-2.1%,-11.0%,16.8%
CCC(=O)c1ccc(N2CCN(S(=O)(=O)c3ccccc3)CC2)c(F)c1,-0.9%,-0.3%,-16.4%,-18.7%,-5.3%,-2.9%,-14.0%,2.3%
Cc1ccc(SC(c2ccccc2)C(Cn2cncn2)C(=O)c2ccccc2)cc1 (centres undefined),-2.6%,·,-10.0%,-3.6%,10.6%,-4.2%,6.1%,7.2%
CCOC(=O)C/C(C)=N/NC(=O)CNc1cccc(Cl)c1C,-6.4%,1.5%,?,-16.0%,3.9%,-0.5%,2.2%,0.0%
COc1ccc(OC)c(/C=N/N=C2\SCC(=O)N2Cc2ccco2)c1,-3.4%,-4.8%,-4.4%,?,5.01µM*,-2.3%,?,10.6%
COc1ccc(-c2nnc(SCC(=O)N3CCOCC3)o2)cc1OC,-7.1%,-2.7%,-4.5%,2.9%,10.0%,-0.7%,1.9%,5.3%

# Some values from above.
# Reading of CCCn1nnnc1NC(=O)c1cccs1 under Tau FP inhib: 12.2%
# Reading of CN(C)S(=O)(=O)N1CCN(CC(O)COc2ccc3cc(Br)ccc3c2)CC1 (centres undefined) under GLA spleen mod: 16.8%
# Reading of O=S(=O)(NCc1cn2ccccc2n1)c1cccs1 under TexasRed fluor: -1.1%
# Reading of CC(=O)Nc1ccc(Nc2ccc3cc(S(=O)(=O)N4CCCCC4)ccc3n2)cc1 under Tau fluor cs: 14.1µM*[quencher]
